mIDH1 inhibitor = qHTS for Inhibitors of mutant isocitrate dehydrogenase 1 (IDH1): qHTS | Isocitrate dehydrogenase [NADP] cytoplasmic (Homo sapiens), O75874 | actives 0.093% (n = 390,000) | IDH1-R132H enzyme, NADPH consumption, diaphorase/resazurin fluorescence | Potency, µM (doses to about 76.6 µM), for the others: top-dose activity change, negative = inhibition, most hits filed as inhibitors; also: potency is read from the fitted curve at half-maximal effect; % is scaled to controls: 0 for no effect and ±100 for the full control effect; nearly all actives have a fitted effect of over 65% in size
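IDH1-R132H (0.5 ug/mL) preincubated 30 min with compound, then NADPH (0.016 mM) and alpha-KG (2 mM) added; 80 min at RT, pH 7.5. Remaining NADPH coupled via diaphorase/resazurin to fluorescence (540/590 nm); concentration-response curves normalized to no-enzyme control.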
Vif-APOBEC3G blk = qHTS for Inhibitors of Vif-A3G Interactions: qHTS. HeLa A3G-eYFP + Vif (tagged APOBEC3G with the HIV-1 protein that degrades it), YFP fluorescence, overnight. DNA dC->dU-editing enzyme APOBEC-3G (Homo sapiens), Q9HC16. actives 0.076% (n = 410,000). Potency, µM (highest dose often 46.1 µM), inactives show at the highest dose activity, negative = active, most hits filed as inhibitors;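 also: potency is read from the fitted curve at half-maximal effect; % is scaled to controls: 0 for no effect and ±100 for the full control effect; nearly all actives have a fitted effect of over 60% in size; hits raise eYFP signal because A3G escapes Vif-driven loss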
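Read-out is eYFP fluorescence (Ex 488/Em 500-530) from Vif-expressing HeLa A3G-eYFP cells; more signal means A3G escaped Vif-mediated degradation. Cells plated overnight, compound pinned in, incubated overnight at 37 deg C.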
RXFP1 agonist = qHTS Assay for Agonists of the Relaxin Receptor RXFP1. Relaxin receptor 1 (Homo sapiens), Q9HBX9. HEK293T-RXFP1 cAMP TR-FRET, 30 min; response scale: percent of porcine relaxin response, buffer zero. actives 0.3% (n = 370,000). AID 2676, 2010. Potency, µM (titrated, usually from 57.5 µM), for the others: at the highest dose activation, hits mostly activators; also: potency is read from the fitted curve at half-maximal effect; % is scaled to controls: 0 for no effect and ±100 for the full control effect; nearly all actives have a fitted effect of over 60% in size; many of its hits are not listed in these tables
Target sequence (Q9HBX9 whole entry, looked up): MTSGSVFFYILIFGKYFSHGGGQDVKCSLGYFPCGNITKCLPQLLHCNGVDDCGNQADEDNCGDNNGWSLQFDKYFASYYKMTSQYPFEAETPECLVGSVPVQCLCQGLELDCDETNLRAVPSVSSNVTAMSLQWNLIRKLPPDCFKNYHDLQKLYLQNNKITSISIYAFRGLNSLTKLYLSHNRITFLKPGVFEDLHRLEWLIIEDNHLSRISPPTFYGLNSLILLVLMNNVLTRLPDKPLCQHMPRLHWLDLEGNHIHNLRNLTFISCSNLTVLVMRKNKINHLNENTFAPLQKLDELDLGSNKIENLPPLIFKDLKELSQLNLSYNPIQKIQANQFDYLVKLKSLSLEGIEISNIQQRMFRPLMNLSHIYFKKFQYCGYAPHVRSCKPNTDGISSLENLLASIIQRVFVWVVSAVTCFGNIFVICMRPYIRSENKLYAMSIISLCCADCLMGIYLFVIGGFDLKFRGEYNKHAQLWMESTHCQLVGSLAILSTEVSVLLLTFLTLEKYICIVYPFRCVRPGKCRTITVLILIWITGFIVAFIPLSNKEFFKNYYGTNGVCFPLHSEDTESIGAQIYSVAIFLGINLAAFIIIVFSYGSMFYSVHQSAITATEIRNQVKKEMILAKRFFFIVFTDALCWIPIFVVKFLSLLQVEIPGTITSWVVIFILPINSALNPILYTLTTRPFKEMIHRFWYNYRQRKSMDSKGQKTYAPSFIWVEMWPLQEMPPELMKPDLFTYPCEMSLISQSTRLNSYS
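Agonist response is measured as cAMP accumulation in an RXFP1-transfected HEK293T line under PDE4 inhibition. Values are scaled between buffer-only and 29 nM porcine relaxin, and EC50s come from standard Hill equation fits.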
USP1-UAF1 inh = Inhibitors of USP1/UAF1: Primary Screen | Ubiquitin carboxyl-terminal hydrolase 1 (Homo sapiens), O94782 | Potency, µM (highest dose often 57.1 µM), for the others: top-dose activity change, negative = inhibition, most hits filed as inhibitors | recombinant USP1/UAF1, Ub-Rhodamine cleavage fluorescence | actives 0.23% (n = 390,000); also: potency is read from the fitted curve at half-maximal effect; % is scaled to controls: 0 for no effect and ±100 for the full control effect; nearly all actives have a fitted effect of over 60% in size; inactives centre near -12
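USP1/UAF1 complex at 1 nM was preincubated with compound for 15 min at room temperature, then Ub-Rho substrate (150nM final) was added. Fluorescence (480/540 nm) was read kinetically, 6 reads every 60 seconds.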
Vif-APOBEC3F blk = qHTS for Inhibitors of Vif-A3F Interactions: qHTS | HeLa A3F-eYFP + Vif (tagged APOBEC3F with the HIV-1 protein that degrades it), YFP fluorescence increase | Potency, µM (titrated, usually from 46.1 µM), for the others: at the top dose activity, negative = active | actives 0.2% (n = 390,000) | AID 602313, 2012; also: potency is read from the fitted curve at half-maximal effect; % of control where 0% means no effect; nearly all actives have a fitted effect of over 65% in size
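HeLa cells stably expressing Vif plus C-terminally eYFP-tagged A3F were seeded, incubated overnight at 37 deg C, dosed with compound, incubated overnight again at 37 deg C. Yellow fluorescence (Ex 488/Em 500-530) reported blocked Vif-mediated A3F-eYFP degradation.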
LDHA inh = qHTS assay for inhibitors of human lactate dehydrogenase | L-lactate dehydrogenase A chain (Homo sapiens), P00338 | purified LDHA, NADH/diaphorase-resazurin fluorescence; stronger effect = lower value | activity change, % (values are at about 110 or 230 µM) | actives 0.15% (n = 480,000) | AID 1347041, 2019; in the data active = activity change below about -30%; inconclusive = mostly about -25% to -30%;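 also: plate controls were DMSO wells for no effect and wells without enzyme for full effect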
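Human LDH5 at 2 nM final in Tris HCl pH 7.4 with 0.06 mM NADH and 0.2 mM pyruvate, reacted 5 minutes at room temperature. Remaining NADH coupled via diaphorase/resazurin; resorufin fluorescence read at 0 and 20 minutes, normalized to enzyme-free and DMSO wells.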
TrxR1 substrate = qHTS Assay for Substrates of Mammalian Selenoprotein Thioredoxin Reductase 1 (TrxR1): qHTS; Thioredoxin reductase 1, cytoplasmic (Rattus norvegicus), O89049; purified TrxR1 substrate turnover, NADPH consumption readout; Potency, µM (doses to about 114 µM), for the others: top-dose activity change, negative = substrate turnover; actives 0.01% (n = 390,000); AID 588456, 2011; also: potency is read from the fitted curve at half-maximal effect; % is scaled to controls: 0 for no effect and ±100 for the full control effect; nearly all actives have a fitted effect of over 50% in size
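Rat TrxR1, dispensed at 90 nM, was prereduced with 400 uM NADPH (final) for 5 min at ~22 deg C, then incubated with compound 15 min before 400 uM selenite. A first-read NADPH fluorescence drop versus no-compound background flagged substrates.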
Glioma ERSR ind = qHTS for Inducers of the Endoplasmic Reticulum Stress Response (ERSR) in Human Glioma: qHTS | actives 0.02% (n = 420,000) | U87-MG GRP78 promoter luciferase reporter, 16 h | Potency, µM, for the others: at the top dose activation, usual class: activators; also: potency is read from the fitted curve at half-maximal effect; series mostly up to about 76 µM; % of control where 0% means no effect; nearly all actives have a fitted effect of over 35% in size
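Stably transfected U87-MG glioma cells carrying a GRP78-based luciferase sensor; 16 h compound incubation. Luminescence end-point read 10 min after Bright-Glo addition at room temperature.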
PI4K2A inh = qHTS for small molecular inhibitors of PI4K2A; Phosphatidylinositol 4-kinase type 2-alpha (Homo sapiens), Q9BTU6; purified PI4K2A, ADP-Glo luminescence, 1 h; stronger effect = lower value; activity change, negative = inhibition, % at 76.9 µM; actives 0.13% (n = 420,000); in the data active = activity change below about -50%; inconclusive = mostly about -30% to -49%;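 also: -100% = wells without enzyme as full effect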
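PI4K2A activity was measured by ADP-Glo luminescence: enzyme (4 ug/mL stock) and phosphatidylinositol (1.2 mM stock) in Tris pH 7.5/MgCl2/EGTA/Triton X-100 buffer were reacted with ATP (300 microM stock) for one hour at ambient temperature.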
An asterisk follows results filed as active; u = inconclusive; x = not tested or not shown; & = joins results of further samples; [ ] = dose if it differs, or a comment. Unless noted, calls follow the shape of the dose curve; as a rule, active = well fitted curve in the direction sought with a large enough effect; inconclusive = small, poorly fitted or top-dose-only effect, or another doubt; inactive = no such curve, though single readings can be large; an effect the other way counts as inactive or inconclusive. Not all compounds are listed. The share of hits here may be higher or lower than overall.

SMILES	mIDH1 inhibitor	Vif-APOBEC3G blk	RXFP1 agonist	USP1-UAF1 inh	Vif-APOBEC3F blk	LDHA inh	TrxR1 substrate	Glioma ERSR ind	PI4K2A inh
CCn1cc(/C=C(\NC(=O)c2ccccc2F)C(=O)N2CCCC2)c2ccccc21	2%	3%	-4.4%	-11%	-1%	-14	-1%	-8%	-1
CN(C(=O)CN1C(=O)CCSc2ccc(S(=O)(=O)N3CCCC3)cc21)c1ccccc1	-8%&7%	4%&10%	-0.5%&-2.0%	u	-1%&5%	-3&-9	8%&-3%[57.1 µM]	0%&1%	12&5
O=C(Nc1cc(S(=O)(=O)N2CCOCC2)ccc1Cl)c1cc([N+](=O)[O-])ccc1Cl	-1%	u	x	-14%	2%	-5	1%	-5%	-3
Cc1cc(OCC(=O)N2CCN(c3ccccc3)CC2)c2c(C)c(C)c(=O)oc2c1	13%	2%	8.4%	-18%	-2%	-2	13%	-1%	-2
CCC1CCCCN1C(=O)CCC(=O)Nc1nnc(C(F)(F)F)s1 (configuration not stated)	1%	-6%	0.0%	-14%	-2%	-4	0%	1%	1
CCOC(=O)c1c(NC(=O)/C(C#N)=C/c2ccccc2)sc2c1CCC2	-13%	0%	-0.3%	-11%	3%	-4	6%	0%	-3
CCOC(=O)c1c(C)[nH]c(C(=O)OCC(=O)N2CC(C)OC(C)C2)c1C (configuration not stated)	1%	-1%	-0.1%	-14%	2%	-7	6%[57.1 µM]	-4%	5
O=C(Nc1nc(-c2ccc(F)cc2)cs1)c1cnccn1	-5%	2%	0.6%	-6%	4%	-2	0%	1%	2
CC1(C)CC(=O)C(C=NCCO)=C(O)C1	2%	2%	-0.1%	-18%	0%	-4	-8%[57.1 µM]	-4%	-3
COc1ccc(C)c2sc(=NC(=O)c3ccccc3)n(C)c12	6%	0%	2.6%	-6%	2%	-6	55%[activator][57.1 µM]	2%	-4
Cn1cccc1-c1cc(C(=O)N/N=C/c2ccc(Cl)cc2)[nH]n1	-6%	u	1.2%	-4%	0%	-6	-1%	-3%	-13
Cc1ccc2c(=O)cc(C(=O)Nc3ccc(S(=O)(=O)N4CCC(C)CC4)cc3)oc2c1C	-1%	1%	-1.1%	-17%	3%	-9	-4%	-1%	4
CC(C)c1ccccc1NC(=O)C1CCCN(C(=O)c2ccc(Cl)cc2)C1 (configuration not stated)	7%	-2%	0.5%	-8%	2%	0	3%	-4%	-2
O=C1CCOc2cc(OCc3ccccc3)ccc21	2%	-3%	0.7%	-13%	-1%	-7	6%	-1%	-4
CC(C)[C@H](NC(=O)C1CCN(S(=O)(=O)c2ccccc2)CC1)C(=O)NCc1ccncc1	-3%	3%	1.9%	-5%	0%	-2	0%	8%	0
COc1cc2c(cc1OC)CN(c1ccc(C(F)(F)F)cn1)CC2	-6%	1%	5.4%	-26%	-2%	5	2%	u	0
CC12COC3(C(=O)Nc4ccc5ccccc5c4)CC1CCC32C (configuration not stated)	6%	-3%	-1.2%	-8%	1%	10	6%	3%	-3
O=C(Nc1cccc2c1CCCC2)c1cc(C2CCCCN2C(=O)c2cccs2)on1 (configuration not stated)	x	-26%	x	x	x	-7	x	0%	0
COc1ccc(C(F)(F)F)cc1NC(=O)c1nc2nc(C)cc(C(F)F)n2n1	2%	-7%	3.1%	-23%	-2%	-5	47%	-3%	-2
COc1ccc([N+](=O)[O-])cc1N(CC(=O)Nc1ccccc1C(=O)NC(C)C)S(C)(=O)=O	-2%	1%	1.5%	-16%	-6%	-11	-8%	-3%	1
O=c1c2ccccc2ncn1-c1cccc(Cl)c1	2%	1%	0.3%	-17%	-5%	-3	10%	-1%	1
Cc1ccccc1C#CC1=CC(=O)CC(C)(C)C1	4%	-3%	x	-23%	-9%	4	x	0%	-2
CN(C)CCN1C(=O)C(=O)/C(=C(/O)c2ccc3c(c2)OCCO3)C1c1ccccn1 (configuration not stated)	-1%	0%	3.1%	-7%	-3%	4	6%[57.1 µM]	0%	-1
O=C(Nc1ccc(S(=O)(=O)N2CCCC2)cc1)C1COc2ccccc2O1 (configuration not stated)	3%	-4%	0.2%	-11%	-1%	2	4%[57.1 µM]	-3%	0
NS(=O)(=O)c1ccc(Cl)cc1[N+](=O)[O-]	-4%	3%	-1.4%	7%	-3%	1	-8%[2.29 µM]	4%	0
Cc1ccc(C(=O)Nc2ccc(Nc3ccccc3)cc2)cc1C	1%	4%	x	-27%	8%	10	-2%	9%	1
O=C(C1=C[C@H](c2ccccc2)C[C@H](OCCCCO)O1)N1CCOCC1	6%	4%	2.1%	-27%	-2%	7	4%	-1%	-3
Cc1onc(-c2ccccc2)c1C(N)=O	-2%	-5%	-0.9%	10%	5%	-3	8%[57.1 µM]	-3%	4
O=c1c(-c2nnc(SCc3ccc(Cl)cc3Cl)o2)cccn1Cc1ccccc1	2%	-2%	5.5%	u	0%	-4	232%[activator]	-3%	0
CC(C)COc1ccc(C(=O)N(Cc2ccc(N(C)C)cc2)Cc2ccco2)cc1	x	x	-0.2%	-8%	x	2	-8%	x	3
CCC(CC)c1nnc(NC(=O)c2ccco2)s1	0%	-2%	-0.5%	0%	-19%	-2	-12%	5%	-4
COC(CNC(=O)c1ccc(N2CCC3(CC2)OCCO3)c([N+](=O)[O-])c1)OC	1%	0%	0.6%	-16%	0%	-7	-2%	-3%	3
O=C(O)C1CC(=O)N(CCc2c[nH]c3ccccc23)C1 (configuration not stated)	2%	1%	-0.4%	-18%	-7%	-5	9%[57.1 µM]	-4%	2
O=C(CNC(=O)c1ccccc1)OC(C(=O)O)c1ccc(F)cc1 (configuration not stated)	-4%	2%	x	1%	-5%	-4	x	-1%	5
Cc1cccnc1NC(=O)c1ccc2c(c1)OCO2	3%	-1%	-1.4%	-18%	-2%	-9	3%	11%	0
CC(C)CCOc1ccc(C2N=C(N)Nc3nc4ccccc4n32)cc1 (configuration not stated)	u	-16%	-1.5%	-30%	1%	-13	-7%	-5%	-1
COc1ccc(C)cc1-n1ccn(CC(=O)Nc2ccc(Br)cc2F)c(=O)c1=O	6%	0%	1.0%	-19%	11%	-6	15%	-6%	1
COCCc1nn2c(=O)cc(COC(=O)c3ccc(Br)cc3)nc2s1	15%	5%	2.2%	-13%	1%	-2	3%[57.1 µM]	-3%	-7
Cc1cc(Cl)cc(Cl)c1OCCCCN(C)C	6%	2%	1.0%	4%	7%	-10	-9%	0%	-2
Cc1occc1C(=O)NC(C)C12CC3CC(CC(C3)C1)C2 (configuration not stated)	1%	0%	0.4%	-17%	-3%	-1	7%[57.1 µM]	-3%	-1
COc1ccccc1Cc1nc2ccccc2nc1SCC(=O)Nc1cccc(Cl)c1C	-21%	1%	7.1%	-12%	-6%	-1	3%[57.1 µM]	3%	2
Cc1cc(C)n2nc(C(=O)NNC(=O)c3ccccc3)nc2n1	-3%	0%	2.2%	-10%	-33%	9	4%[57.1 µM]	-2%	7
O=C(c1ccccc1Cl)N1N=C(c2cccs2)CC1c1cccc(O)c1 (configuration not stated)	-9%	-2%	2.5%	-12%	9%	0	3%	-2%	1
Cc1cc(C)n2nc(C(=O)Nc3ccc4c(c3)OCCO4)nc2n1	30%[activator]	2%	14µM*	-5%	-13%	-6	10%	0%	-1
CCC(=O)OC1=C(C(C)=O)N(Cc2ccccc2)S(=O)(=O)c2ccccc21	0%	-4%	4.3%	-8%	1%	1	-9%	-3%	0
CSc1nc2sc3c(c2c(=O)[nH]1)CCCC3	-3%	0%	2.3%	2%	-3%	-7	11%	-2%	-3
C=CCn1c(SCC(=O)Nc2ccccc2OC)nc2c([nH]c3ccccc32)c1=O	5%	-1%	10%	-25%	6%	-1	-6%	-2%	3
CCc1ccc(/C=N/NC(=O)Cc2cccn2C)cc1	0%	-3%	-2.6%	-17%	-3%	-4	6%	5%	0
CC(C)Nc1nc(NCCN2CCCC2)c2sc(-c3ccccc3)cc2n1	x	-2%	x	x	x	0	x	-1%	0
CCN(CC(=O)Nc1ccc2c(c1)OCCO2)C(=O)CN1C(=O)NC(C)(c2ccc(C)cc2)C1=O (configuration not stated)	-4%	1%	-1.0%	-15%	8%	-9	1%	1%	-1
